# Screening data from PubChem BioAssay.
# TRPC4 block – blocks the mouse TRPC4 cation channel | Q9QUQ5 | HEK293 TRPC4beta/mu-opioid, DAMGO-evoked Fluo4 calcium flux; stronger effect = lower value | B-score at 10 µM | 300,000 compounds, 0.39% hits | AID 2247;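 active = B-score over 3 SD under the library average, no early fluorescence shift, positive overall ratio signal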
# Target sequence (Q9QUQ5 whole entry, looked up): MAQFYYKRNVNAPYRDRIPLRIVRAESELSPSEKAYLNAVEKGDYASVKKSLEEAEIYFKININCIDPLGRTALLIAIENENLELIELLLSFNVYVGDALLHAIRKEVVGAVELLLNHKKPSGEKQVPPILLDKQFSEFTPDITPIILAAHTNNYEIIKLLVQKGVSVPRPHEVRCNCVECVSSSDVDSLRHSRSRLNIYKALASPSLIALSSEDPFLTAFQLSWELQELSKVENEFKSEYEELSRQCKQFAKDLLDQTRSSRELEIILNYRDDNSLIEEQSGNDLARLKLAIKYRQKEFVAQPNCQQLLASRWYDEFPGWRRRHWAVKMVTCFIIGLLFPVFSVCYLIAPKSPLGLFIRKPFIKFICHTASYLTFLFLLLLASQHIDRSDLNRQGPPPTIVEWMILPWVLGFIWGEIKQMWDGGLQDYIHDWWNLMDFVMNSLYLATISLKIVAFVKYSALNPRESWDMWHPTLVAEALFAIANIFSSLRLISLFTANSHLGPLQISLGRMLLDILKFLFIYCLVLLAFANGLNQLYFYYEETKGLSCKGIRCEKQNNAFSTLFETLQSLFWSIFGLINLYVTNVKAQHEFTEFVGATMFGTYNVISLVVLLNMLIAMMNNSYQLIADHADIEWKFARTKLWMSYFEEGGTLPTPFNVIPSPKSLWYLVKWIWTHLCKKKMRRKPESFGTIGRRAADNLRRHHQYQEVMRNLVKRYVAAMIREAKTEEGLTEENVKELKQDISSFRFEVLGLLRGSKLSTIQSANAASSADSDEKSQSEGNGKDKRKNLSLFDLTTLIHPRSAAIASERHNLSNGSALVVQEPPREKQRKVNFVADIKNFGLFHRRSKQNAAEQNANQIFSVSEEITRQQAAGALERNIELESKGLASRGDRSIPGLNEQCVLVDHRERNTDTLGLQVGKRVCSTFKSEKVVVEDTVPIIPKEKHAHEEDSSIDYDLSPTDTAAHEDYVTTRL
#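 Test system – stable TRPC4beta/mu-opioid receptor HEK293 cells · Probe or stimulus – DAMGO, a submaximal dose followed by a maximal one · Dosing – one concentration per compound · Signal – Fluo4 calcium fluorescence by kinetic imaging, 5 s 1 Hz baseline · Evaluation – per-well B score of integrated baseline-normalized Fluo4 ratio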
# AI-2 QS modul – Vibrio harveyi AI-2 quorum sensing modulation; Vibrio harveyi JMH597 AI-2 luminescence/OD600 ratio, 9 h; stronger effect = lower value; strain lacks LuxN and CqsS sensors; 0 = neutral-control median; activity change, % at 7.5 µM; 300,000 compounds, 0.4% hits; AID 2094; in the data active = activity change below about -75%, passing the limit was not always enough;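 note: luminescence divided by OD600 gain over 9 h not by final OD600 alone; inactives centre near 13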
# HIF act – HIF pathway transcriptional activation; activation, % at 7.5 µM (by protocol); 300,000 compounds, 0.32% hits; U2OS HRE-luciferase reporter, luminescence; normalized: DMSO 0%, desferrioxamine 100%;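 active = mean activation of at least 10% of the iron chelator positive control signal, with at least half of replicates also reaching 10%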
# MrgX1 agonist – activates human MrgX1 receptor signaling. Q96LB2. MrgX1-HEK293 cells, Fluo-4 calcium fluorescence, agonist mode; stronger effect = higher value. B-score at 10 µM. 310,000 compounds, 0.44% hits. AID 588627;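 active = calcium response B-score plate-corrected fluorescence ratio at least 3 library SD, with starting fluorescence B-score inside 5 SD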
#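 Material: MrgX1-expressing HEK293 cells; input: 15,000 cells per well; doses: test compound given as first of three sequential additions; schedule: overnight plating before 1 h dye loading; technique: Fluo-4 NW calcium-flux fluorescence, kinetic read; evaluation: baseline-normalised fluorescence change ratio, B-scored; control set: plate-wise positive and negative controls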
# TRPC4 PAM – allosteric potentiators of mouse TRPC4 channel; Q9QUQ5; HEK293 TRPC4beta/mu-opioid, DAMGO EC20, Fluo-4 Ca2+ flux; stronger effect = higher value; B-score at 10 µM; 310,000 compounds, 0.42% hits;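 active = B-score of calcium response area above 5 SD of library B-scores, with initial fluorescence ratio within 5 SD of library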;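 note: B-score of integrated fluorescence ratio over time as area under calcium response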
# MrgX1 antagonist – human MrgX1 receptor antagonism, primary screen | 310,000 compounds, 1.3% hits | AID 588676 | B-score at 10 µM | MRGX1-HEK293 calcium flux, Fluo-4, BAM8-22 antagonism; stronger effect = lower value;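 active = calcium-response B-score plate-corrected more than 3 library SD below zero, starting fluorescence within 5 deviations, no agonist response on first addition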;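 note: peak minus trough fluorescence over baseline after final BAM8-22 challenge near maximal dose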
# MrgX1 PAM – human MrgX1 positive allosteric modulation, primary screen; Q96LB2; MrgX1-HEK293, Fluo-4 calcium flux, FDSS; stronger effect = higher value; B-score at 10 µM; 310,000 compounds, 0.63% hits; AID 588675;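 active = plate-corrected calcium response at least 3 library SD above typical, normal starting fluorescence, not activating the receptor alone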;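 note: compound read alongside a low EC10 to EC30 dose of BAM8-22 agonist; peak minus trough fluorescence over baseline measured at the second addition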
# TRPC6 activator – mouse TRPC6 channel activation | Q61143 | 310,000 compounds, 0.13% hits | HEK293-TRPC6 membrane potential dye fluorescence; stronger effect = higher value | B-score at 10 µM;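 active = B-score of the integrated fluorescence ratio above library mean plus 3 SD, and starting fluorescence ratio within library mean plus 5 SD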;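 note: higher score means more depolarization so channel activation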
# TRPC6 inh – inhibitors of mouse TRPC6 channel. Q61143. HEK293-TRPC6, membrane potential dye, ACh-evoked depolarization; stronger effect = lower value. B-score at 10 µM. 310,000 compounds, 1.1% hits;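 active = B-score under library mean minus 3 SD, initial fluorescence not abnormally high, positive integrated signal ratio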;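 note: B-score derived from integrated fluorescence ratio over the kinetic read; more negative B-score means stronger inhibition of depolarization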
# TRPC4 act – activators of mouse TRPC4 channel. 310,000 compounds, 0.49% hits. B-score at 10 µM. HEK293 TRPC4beta/mu-opioid, Fluo4 calcium fluorescence; stronger effect = higher value. Q9QUQ5. AID 2237;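 active = B-score above 5 SD of library B-scores, and initial fluorescence ratio not above library mean plus 5 SD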;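 note: positive B-score marks a calcium rise read as TRPC4 activation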
#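 Assay system: HEK293 stable line with TRPC4beta plus mu-opioid receptor. Times: dye 45 min RT, read 110 s. Measured by: kinetic Fluo4 calcium fluorescence. Measure: B score of integrated ratio. Controls: assay buffer as low control, maximal DAMGO as high control.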
# PolyA inhibitor – blocks polyadenylation in yeast reporter cells; 300,000 compounds, 0.02% hits; calls only at 12 µM; S. cerevisiae SKY197-pL101 polyadenylation reporter, beta-gal luminescence; efflux-impaired pdr1/pdr3 knockout yeast; score 100 = 6 SD above DMSO;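 active = lowest replicate activity score at least 50, where 100 means six control SD above control mean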;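 note: yeast exposed to compound for 9 h at 30 °C; higher score means more reporter readthrough which indicates perturbed polyadenylation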
# * hit, by the source's call; i = inactive; / = not tested or not shown.
SMILES,TRPC4 block,AI-2 QS modul,HIF act,MrgX1 agonist,TRPC4 PAM,MrgX1 antagonist,MrgX1 PAM,TRPC6 activator,TRPC6 inh,TRPC4 act,PolyA inhibitor
Nc1ccc(-c2nnc(-c3ccc(N)cc3)o2)cc1,i,10,-21,i,i,i,i,i,i,i,i
COc1ccccc1CNC(=O)CN1C(=O)c2ccc([N+](=O)[O-])cc2C1=O,i,8,0.5,i,i,i,i,i,i,i,i
C=CCNc1nc(-c2sc(NC(C)=O)nc2C)cs1,i,12,-0.3,i,i,i,i,i,i,i,i
CCOC(=O)CNC(=S)N(CCCN1CCCCCC1)Cc1cccs1,i,4,0.4,i,i,i,i,i,i,i,i
O=C(CCn1cccc1)NCc1ccccc1,i,22,-0.9,i,i,i,i,i,i,i,i
O=C1c2cccc3cccc(c23)C(=O)N1CCN1CCN(CC(O)COc2ccc3ccccc3c2)CC1 (stereo unspecified),i,8,-0.8,i,i,i,i,i,i,i,i
CCc1cc(C(=O)N(CC(C)C)c2c(N)n(Cc3ccccc3)c(=O)[nH]c2=O)sc1C,i,-3,-0.2,i,i,i,i,i,i,i,i
Cc1cc(=O)oc2c3c(cc(OCC(=O)NCc4ccccn4)c12)OC(C)(C)CC3,i,10,-0.2,i,i,i,i,i,i,i,i
CCCCOc1ccc(-c2csc(N)n2)cc1[N+](=O)[O-],i,11,1.3,i,i,i,i,i,i,i,i
O=C(Cn1c(=O)n(-c2ccccc2)c(=O)c2oc3ccccc3c21)Nc1ccccc1,i,-13,0.2,i,i,i,i,i,i,i,i
Cc1ccc(-c2noc(COc3ccccc3C)n2)cc1,i,-45,3.1,i,i,i,i,i,i,i,/
CCNc1nc(NCC)nc(-n2nc(C)cc2C)n1,i,24,-0.3,i,i,i,i,i,i,i,i
Cc1c(Cl)cccc1NC(=O)CNC(=O)c1ccccc1F,i,23,-12,i,i,i,i,i,i,i,i
Cc1cccc(N(CC(=O)NC2CCCC2)C(=O)CCC(=O)Nc2cc(C)on2)c1,i,7,0.0,i,i,i,i,i,i,i,i
CCCOc1ccc(/C=N/NC(=O)CN(c2ccc(OCC)cc2)S(C)(=O)=O)cc1,i,14,-0.2,i,i,i,i,i,i,i,i
COCCCNC(=O)CCc1ccccc1,i,11,0.0,i,i,i,i,i,i,i,i
CCCS(=O)(=O)c1nc(S(=O)(=O)c2ccc(C)cc2)c(NCc2ccc3c(c2)OCO3)s1,i,20,-0.9,i,i,i,i,i,i,i,i
O=C(NC12CC3CC(CC(C3)C1)C2)C12CC3CC(C1)CC(n1cnc(Cl)n1)(C3)C2,i,2,0.2,i,i,i,i,i,i,i,i
CC(=O)N1CCSc2ccc(S(=O)(=O)N3CCC(C)CC3)cc21,i,15,-0.4,i,i,i,i,i,i,i,i
S=c1[nH]c2ccc3ccccc3c2[nH]1,i,4,0.4,i,i,i,i,i,i,i,i
Cc1ccc(/C=N\Nc2nc3ccc(Cl)cc3[nH]2)o1,i,13,13*,i,i,i,i,i,i,i,i
COc1ccc(/C=N/NC(=O)c2ccc3nc[nH]c3c2)cc1OC,i,7,0.3,i,i,i,i,i,i,i,i
C=CCC1c2cccc(C(=O)O)c2C(=O)N1c1cccc(C)c1 (stereo unspecified),i,25,-0.1,i,i,i,i,i,i,i,i
CCC1CCCCN1C(=O)Cn1c(=O)oc2ccccc21 (stereo unspecified),i,21,-0.3,i,i,i,i,i,i,i,i
COc1ccc(C2=Nn3c(nnc3-c3ccccn3)SC2)cc1OC,i,19,-0.6,i,i,i,i,i,i,i,i
Nc1nc(-c2ccc(Cl)cc2)nnc1-c1ccc(Br)cc1,i,27,2.1,i,i,i,i,i,i,i,i
CCCCNC(=O)Cn1nc(Cc2ccncc2)c2ccccc2c1=O,i,5,1.6,i,i,i,i,i,i,i,i
CC1=N/C(=C\c2ccc([N+](=O)[O-])cc2)C(=O)N1c1cc(Cl)ccc1C,i,9,-0.2,i,i,i,i,i,i,i,i
COc1cccc(Nc2ccc(C(=O)O)cc2[N+](=O)[O-])c1,i,26,-0.1,i,i,i,i,i,i,i,i
O=C(Nc1nc2cc3c(cc2s1)OCCO3)c1ccncc1,i,12,/,i,i,i,i,i,i,i,/
O=[N+]([O-])c1ccc(N2CCc3ccccc3C2)cc1,i,16,1.1,i,i,i,i,i,-5.3*,i,i
CC(=O)Nc1ccc(S(=O)(=O)Oc2ccccc2N2CCCCC2)cc1,i,16,-0.3,i,i,i,i,i,i,i,i
O=C(Cn1c2ccccc2c(=O)c2ccccc21)N/N=C/c1cc([N+](=O)[O-])ccc1N1CCCCCC1,i,10,-2.2,i,i,i,i,i,i,i,i
COc1cc(NC2c3ccccc3C(=O)N2c2ccc(C)cn2)cc(OC)c1OC (stereo unspecified),i,43,3.0,i,i,i,i,i,i,i,i
COc1ccc(C(=O)N2CCc3ccccc32)cc1,i,40,2.9,i,i,i,i,i,i,i,i
COc1ccccc1C(=O)COC(=O)C1CCN(S(=O)(=O)c2ccc(C)c(C)c2)CC1,i,21,-1.4,i,i,i,i,i,i,i,i
CCOc1ccc(OCCC(=O)N(CCC(C)C)c2c(N)n(Cc3ccccc3)c(=O)[nH]c2=O)cc1,i,30,-10,i,i,i,i,i,i,i,i
COc1ccc(/C=N/NC(=O)c2cnccn2)cc1O,i,24,1.6,i,i,i,i,i,i,i,i
NC(=O)c1nsc(C(=O)N(CC(=O)NCc2ccco2)c2ccccc2F)c1N,i,11,-0.3,i,i,i,i,i,i,i,i
CCc1nnc(NC(=O)Cn2ccc(C(F)(F)F)n2)s1,i,17,-0.5,i,i,i,i,i,i,i,i
COc1ccc(/C=N/OCC(=O)NCc2cccs2)c(OC)c1,i,19,0.1,i,i,i,i,i,i,i,i
Cn1ccnc1C(OC(=O)c1ccc(Cl)cc1)C(F)(F)F (stereo unspecified),i,17,-0.5,i,i,i,i,i,i,i,i
O=S(=O)(NCCn1cccc1)c1ccc2ccccc2c1,i,13,0.1,i,i,i,i,i,i,i,i
COc1cccc(OCC(=O)NNC(=O)C(=O)Nc2cccc(C)c2)c1,i,7,2.0,i,i,i,i,i,i,i,i
Cc1ccc(C)c(S(=O)(=O)C(C#N)c2nc3ccccc3nc2N2CCCC2)c1 (stereo unspecified),i,27,-0.1,i,i,i,i,i,i,i,i
COc1ccc(-c2cn3cccc(C)c3n2)cc1Br,i,14,1.1,i,i,i,i,i,i,i,i
COC(=O)[C@@H](NC(=O)NC(C)CCc1ccccc1)C(C)C (stereo partly specified),i,-5,1.3,i,i,i,i,i,i,i,i
CCOc1ccccc1N1CCN(C(=O)c2ccc(NS(=O)(=O)c3ccc4[nH]c(=O)[nH]c4c3)cc2)CC1,i,2,0.2,i,i,i,i,i,i,i,i
Cc1cc(C)n2c(SCC(=O)NCc3ccco3)nnc2n1,i,12,0.0,i,i,i,i,i,i,i,i
CC(C)(C)n1nnnc1C(c1cccc(C(F)(F)F)c1)N1CCC(O)CC1 (stereo unspecified),i,1,3.0,i,i,i,i,i,i,i,i
# Additional entries follow:
SMILES,TRPC4 block,AI-2 QS modul,HIF act,MrgX1 agonist,TRPC4 PAM,MrgX1 antagonist,MrgX1 PAM,TRPC6 activator,TRPC6 inh,TRPC4 act,PolyA inhibitor
CCOc1ccc(NC(=O)c2ccc(Cn3nc(C)cc3C)o2)cc1,i,14,0.2,i,i,i,i,i,i,i,i
CN(C)C(CNC(=O)c1cc(S(=O)(=O)N(C)Cc2ccccc2)ccc1Cl)c1ccco1 (stereo unspecified),i,10,-0.5,i,i,i,i,i,i,i,i
COc1ccc(C(=O)Nc2ccc(NC(=O)c3ccccn3)cn2)cc1,i,13,1.6,/,i,/,/,i,i,i,i
COc1ccc(NC(=O)C/C(C)=N/NC(=O)C(=O)NC(C)C)c(OC)c1,i,6,0.0,i,i,i,i,i,i,i,i
C=CCn1c(SCC(=O)NC23CC4CC(CC(C4)C2)C3)nc2cc(C(=O)O)ccc2c1=O,i,16,-0.2,i,i,i,i,i,i,i,i
Cc1cc2ccccc2cc1CN1CCCCC1,i,-2,0.7,i,i,i,i,i,i,i,i
COc1ccc(C(C(=O)NCC2CCCO2)N(Cc2ccccc2)C(=O)CNC(=O)c2ccco2)cc1OC (stereo unspecified),i,37,-49,i,i,i,i,i,i,i,i
COc1ccc(CCN=C(N)NS(=O)(=O)c2ccc(C)c(C)c2)cc1,i,23,0.2,i,i,i,i,i,i,i,i
Cc1cc2nc3c(c(C(F)(F)F)n2n1)CCCC3,i,32,0.3,i,i,i,i,i,i,i,/
O=C(CCc1nc(-c2ccc(Cl)cc2)no1)OCc1ccc(Br)cc1,i,3,-1.3,i,i,i,i,i,i,i,i
CCNC(=S)Nc1sc2c(c1C#N)CCC(C)C2 (stereo unspecified),i,13,-0.2,i,i,i,i,i,i,i,i
O=C(NCc1ccccc1)C(c1ccncc1)N(C(=O)c1csnn1)c1cccc(F)c1 (stereo unspecified),i,4,0.9,i,i,i,i,i,i,i,i
O=C(CN1CCN(Cc2ccc(Cl)cc2)CC1)N1CCc2ccccc21,i,19,0.3,i,i,i,i,i,i,i,i
Cc1cc(C)c(OCCCON2C(=O)CCC2=O)c(Br)c1,i,13,0.5,i,i,i,i,i,i,i,i
Cc1ccc(C2=Nc3ccc(Br)cc3C(c3ccncc3)=NN2)cc1,i,3,0.0,i,i,i,i,i,i,i,i
COC(=O)CC1SC(=O)NC1=Nc1ccc(O)cc1 (stereo unspecified),i,10,-0.1,i,i,i,i,i,i,i,i

# Compounds listed so far that have an aryl thioether with sulfur outside any ring:
SMILES,TRPC4 block,AI-2 QS modul,HIF act,MrgX1 agonist,TRPC4 PAM,MrgX1 antagonist,MrgX1 PAM,TRPC6 activator,TRPC6 inh,TRPC4 act,PolyA inhibitor
Cc1cc(C)n2c(SCC(=O)NCc3ccco3)nnc2n1,i,12,0.0,i,i,i,i,i,i,i,i
C=CCn1c(SCC(=O)NC23CC4CC(CC(C4)C2)C3)nc2cc(C(=O)O)ccc2c1=O,i,16,-0.2,i,i,i,i,i,i,i,i

# A portion of the library; the hit share may differ from the screen's.
